PrPC TRFRET = inhibitors of human cell surface prion protein PrPC, primary screen, cell-based, TR-FRET. TR-FRET read-out. AID 720596, 2013. Major prion protein (Homo sapiens), P04156. inhibition, % at 13.8 µM. actives 0.43% (n = 370,000); in the data active = inhibition above about 24%; note: 0% = median of the test wells and 100% = reference compound wells
TcdB inh = TcdB glycohydrolase inhibitors, primary screen, biochemical, single point, plate reader. Toxin B (Clostridioides difficile), P18177. TcdB glycohydrolase enzymatic assay. inhibition, % at 9.99 µM. actives 0.24% (n = 350,000). AID 652162, 2013; in the data active = inhibition above about 10%
Yp Topo-I inh = Yersinia pestis topoisomerase I inhibitors, primary screen, biochemical, cleavage product accumulation, plate reader, single point | Y. pestis Topo-I cleavage product accumulation | AID 504884, 2011 | actives 0.064% (n = 360,000) | activity, % at 10 µM; in the data active = activity above about 50%, passing the limit was not always enough; note: inactives centre near 2
3CLpro inhibitor = SARS-CoV 3CLpro protease inhibitors, primary screen, biochemical, quenched FRET | recombinant SARS-CoV 3CLpro, quenched FRET peptide cleavage | Replicase polyprotein 1ab (Severe acute respiratory syndrome coronavirus), P0C6X7 | inhibition, % at 6 µM | actives 0.14% (n = 290,000); in the data active = inhibition above about 12%
Vc quorum ag = inducers of Vibrio cholerae quorum light production without autoinducers, primary screen, BH1578 luxS cqsA deficient, single point; activation, % at 18.7 µM; AID 588436, 2011; actives 0.16% (n = 350,000); V. cholerae BH1578 lux reporter, luminescence, 6 h; in the data active = activation mostly above about 9.7%, no sharp cut-off; note: not every result past the cut was called active; inactives centre near 0; reference of the scale not given here
PfHsp40 yeast = rescue of yeast from PfHsp40 toxicity, primary screen, S. cerevisiae, ATP luminescence. AID 504582, 2011. growth rescue, % at 12.5 µM. actives 0.68% (n = 340,000). S. cerevisiae expressing PfHsp40, growth rescue; in the data active = growth rescue above about 28%, passing the limit was not always enough;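 note: yeast W303a lacking pdr1 and pdr3 grown in galactose medium; growth measured after three days at 30 °C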
BoNT A protease = BoNT/A light chain protease inhibitors, primary screen, biochemical, flow cytometry, MLPCN library | actives 0.17% (n = 360,000) | multiplex microsphere protease substrate cleavage | inhibition, % at 10 µM; note: plate controls were buffer without enzyme for full effect and enzyme alone for no effect
PriA SSB inh = inhibitors of Klebsiella pneumoniae PriA binding to SSB C-terminal tail, primary screen, biochemical, AlphaScreen. PriA–SSB C-terminal tail interaction (Klebsiella pneumoniae). AlphaScreen SSBct-PriA binding, biotinylated peptide. inhibition, % at 33 µM. actives 0.6% (n = 430,000); in the data active = inhibition mostly above about 37%, no sharp cut-off; inactive = mostly below about 20%;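 note: plate controls were negative control peptide for no effect and reference peptide for full effect; strong numbers were not always called active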
Anthrax LF prot = Bacillus anthracis LF protease inhibitors, primary screen, biochemical, multiplex microsphere, MLPCN library; Lethal factor (Bacillus anthracis), P15917; multiplex microsphere protease cleavage assay; inhibition, % at 10 µM; actives 0.12% (n = 360,000); AID 588501, 2011; note: plate controls were buffer without enzyme for full effect and enzyme alone for no effect
Target sequence (P15917 whole entry, looked up): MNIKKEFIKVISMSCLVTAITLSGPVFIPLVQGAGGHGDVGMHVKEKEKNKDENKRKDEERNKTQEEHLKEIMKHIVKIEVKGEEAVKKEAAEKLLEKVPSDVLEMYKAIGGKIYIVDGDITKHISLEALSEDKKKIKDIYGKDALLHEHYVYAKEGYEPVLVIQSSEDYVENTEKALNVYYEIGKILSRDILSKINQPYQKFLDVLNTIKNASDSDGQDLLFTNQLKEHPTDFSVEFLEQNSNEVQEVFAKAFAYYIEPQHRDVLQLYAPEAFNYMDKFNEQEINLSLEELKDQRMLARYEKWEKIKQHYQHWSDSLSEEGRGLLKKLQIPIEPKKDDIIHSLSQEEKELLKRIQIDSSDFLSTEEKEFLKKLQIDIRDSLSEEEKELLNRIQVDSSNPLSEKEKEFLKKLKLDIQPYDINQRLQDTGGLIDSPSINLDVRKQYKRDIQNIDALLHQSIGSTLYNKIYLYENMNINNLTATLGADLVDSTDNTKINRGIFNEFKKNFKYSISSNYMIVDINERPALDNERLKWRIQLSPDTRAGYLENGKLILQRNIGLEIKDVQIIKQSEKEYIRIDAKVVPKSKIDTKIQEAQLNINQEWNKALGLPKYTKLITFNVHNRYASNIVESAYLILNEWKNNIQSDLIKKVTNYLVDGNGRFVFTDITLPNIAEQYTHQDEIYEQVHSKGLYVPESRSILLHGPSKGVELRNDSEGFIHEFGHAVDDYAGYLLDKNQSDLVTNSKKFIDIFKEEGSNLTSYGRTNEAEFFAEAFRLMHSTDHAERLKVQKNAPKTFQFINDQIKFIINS
The depositor's hits bear a star; i = inactive; . = not tested or not shown; & = joins results of further samples. Cut-off read from the data, not from the text of the source, unless noted: active = inhibition above about 30%; inconclusive = no clear call, values can overlap the other calls; inactive = below that. An excerpt; the hit share may differ from the screen's.

#1 Cc1ccc(C)c(NC(=O)CN(C)C(=O)c2sccc2C)c1
#2 O=C(CN1CCCC1)NC12CC3CC(CC(C3)C1)C2
#3 Cc1ccc2c(c1)C1CN(C)CCC1N2C(=S)Nc1cccnc1 (stereo unspecified)
#4 O=[N+]([O-])c1ccc(COc2ccc(-c3[nH]ncc3-c3ccc(Cl)cc3)c(O)c2)cc1
#5 CC(Nc1n[nH]c(=O)[nH]c1=O)C(=O)N/N=C/c1ccccc1 (stereo unspecified)
#6 C[n+]1cccc(C(=O)O)c1
#7 Cc1ccc(-c2ccc(/C=N/n3cnnc3)o2)cc1Cl
#8 O=C(NC(=S)N1CCCC1)c1cccc([N+](=O)[O-])c1
Screen / compound no.	1	2	3	4	5	6	7	8
PrPC TRFRET	6	3	6	6	11	-2	-17	-6
TcdB inh	0.5	4.4	0.8	.	-1.2	1.3	.	0.9
Yp Topo-I inh	-1	3	9	-5	8	0	19	0
3CLpro inhibitor	.	7	2	5	4	.	-1	3
Vc quorum ag	-5.0	-3.3	i	-0.1	-2.1	-0.1	-10	i
PfHsp40 yeast	-0.6	0.5	-1.8	-0.2	1.4	-0.5	0.7	-1.2
BoNT A protease	8.1	-0.4	-0.3	-0.1	-0.5	-0.8	-0.2	-0.3
PriA SSB inh	20	-3	-12	-2	.	23	.	-3
Anthrax LF prot	3	2	6	1	-3	-11	-3	3

#9 CCC(C)NC(=O)C1(O)c2ccccc2NC(=O)N1c1ccc(C)c(C)c1 (stereo unspecified)
#10 CCOc1ccc(S(=O)(=O)N(C)CCO)cc1-c1nc2c(C(C)(C)C)nn(C)c2c(=O)[nH]1
#11 CCS(=O)(=O)N1Cc2cc(C(=O)NCCOC)nc(-c3cccc(-c4ccncc4)c3)c2[C@H]1CCO
#12 Cc1ccc2[nH]c3c(=O)n(CCCN4CCN(C)CC4)cnc3c2c1
#13 Cc1ccc(OCC(=O)O/N=C(\N)Cc2ccc([N+](=O)[O-])cc2)cc1C
#14 CCN(C(=O)c1cc2c(=O)[nH]c3ccc(C)cc3c2s1)c1ccccc1F
#15 CCC(c1nnc(SCC(=O)NCCc2ccc(Cl)cc2Cl)o1)N(C)C (stereo unspecified)
#16 O=C(Cc1c(Cl)cccc1Cl)NCCc1ccc(Cl)cc1
Screen / compound no.	9	10	11	12	13	14	15	16
PrPC TRFRET	5	-8	-2	-6	-2	8	-2	8
TcdB inh	-0.7	.	0.4&0.7	.	-0.5	0.1	.	.
Yp Topo-I inh	1	7	.	-4	-3	-3	9	1
3CLpro inhibitor	-8	-3	.	-6	-3	0	3	-1
Vc quorum ag	-1.4	i	.	i	-1.1	i	10	i
PfHsp40 yeast	-0.4	-1.5	.	1.4	0.3	0.0	-1.4	0.7
BoNT A protease	-4.9	-1.2	0.4	-3.2	0.1	.	-0.1	-0.9
PriA SSB inh	-2	-4	.	-10	i	3	5	-14
Anthrax LF prot	-4	0	-2	0	0	.	-2	-1

#17 Cc1ccc(C2=NNC(C(O)C(O)C(O)C(C)O)S2)cc1 (stereo unspecified)
#18 COc1ccc(OC)c(S(=O)(=O)N2CCCC(N3CCN(c4ccccc4)CC3)C2)c1 (stereo unspecified)
#19 Cc1ccc(NC(=O)C2CCN(S(=O)(=O)c3ccc(C(C)(C)C)cc3)CC2)cc1S(=O)(=O)N1CCOCC1
#20 O=C(CN(c1ccc(F)cc1)S(=O)(=O)c1ccc2c(c1)OCCO2)NCc1ccncc1
#21 Cc1cc(C)n(-c2nnc(C)n2/N=C/c2ccco2)n1
#22 COc1ccc(C(=O)NC(C(=O)NCC2CCCO2)C(C)C)cc1 (stereo unspecified)
#23 O=C(O)CCSc1ccccn1
#24 CCCN(CCC)Cc1c(C(=O)N/N=C/C(C)=C\c2ccccc2)nnn1-c1nonc1N
Screen / compound no.	17	18	19	20	21	22	23	24
PrPC TRFRET	9	5	0	-5	1	10	-1	3
TcdB inh	.	-0.8	-1.0	.	.	1.3	1.0	0.7
Yp Topo-I inh	8	8	15	-5	-3	2	15	9
3CLpro inhibitor	1	0	.	3	-2	1	2	0
Vc quorum ag	.	-0.9	0.0	-0.3	-0.3	i	-0.6	i
PfHsp40 yeast	-0.1	-0.6	0.1	2.6	1.1	-1.3	4.0	-0.2
BoNT A protease	0.0	-0.5	0.2	.	5.2	-0.7	-1.0	1.4
PriA SSB inh	6	-1	1	11	.	-8	1	.
Anthrax LF prot	-1	-3	-7	.	5	-1	-5	0

#25 COc1ccccc1N1CCN(C(=O)c2cc(C(=O)N3CCN(c4ccccc4OC)CC3)cc([N+](=O)[O-])c2)CC1
#26 O=C(CSc1cn(CCNC(=O)c2c(F)cccc2F)c2ccccc12)NCC1CCCO1 (stereo unspecified)
#27 COc1ccccc1C(=O)COC(=O)CN1C(=O)c2ccccc2C1=O
#28 CC1c2[nH]c3ccccc3c2C[C@H]2C(=O)N(CCO)CC(=O)N12 (stereo partly specified)
#29 CCN1CCCC1CNc1ccc(S(C)(=O)=O)cc1[N+](=O)[O-] (stereo unspecified)
#30 CN(C)C(=O)COC(=O)c1cc(Cl)cc(Cl)c1N
#31 C#CCNC(=O)C1=C[C@H](c2coc3ccccc3c2=O)C[C@H](OCc2ccc(CO)cc2)O1
#32 Cc1ccc(N(CC(N)=O)C2SC(=O)N(Cc3cccc(C(=O)O)c3)C2=O)cc1 (stereo unspecified)
Screen / compound no.	25	26	27	28	29	30	31	32
PrPC TRFRET	4	1	0	1	-29	-2	12	-2
TcdB inh	-1.1	0.6	-0.6	1.3	-0.4	.	-6.3&-8.1	.
Yp Topo-I inh	8	-3	-4	1	9	-3	37	5
3CLpro inhibitor	-1	-3	0	-4	-2	0	2	-4
Vc quorum ag	i	i	0.7	i	-0.3	-0.4	-0.6	.
PfHsp40 yeast	-1.5	0.7	0.2	0.4	1.7	-0.5	-1.5	0.9
BoNT A protease	-0.9	0.9	-0.5	-2.9	-1.3	1.8	0.2	-0.2
PriA SSB inh	-3	-10&8	-7	2	-2	-6	4	-19
Anthrax LF prot	-1	5	-9	-5	-2	-20	-6	-5

#33 CCN(CC)Cc1nc2nc(Cl)c(Cl)nc2[nH]1
#34 CCOC(=O)Cc1csc(NS(=O)(=O)c2ccc(C(F)(F)F)cc2)n1
#35 CCCCNS(=O)(=O)c1ccc2nc(SCC(N)=O)[nH]c2c1
#36 CCCCNC(=O)C1CCN(S(=O)(=O)c2cnc[nH]2)CC1
#37 C[C@@H]1CN([C@@H](C)CO)C(=O)CCCn2cc(nn2)CO[C@H]1CN(C)S(=O)(=O)c1ccc2c(c1)OCCCO2
#38 CC1CCCC(C)N1C(=O)COC(=O)Cn1cnc2c1c(=O)n(C)c(=O)n2C (stereo unspecified)
#39 CN(C(=O)C1CCC(=O)N(C2CC2)C1)C1CCCCC1 (stereo unspecified)
#40 Cc1oc(-c2ccccc2F)nc1CSCC(=O)NC1CCC(C)CC1 (stereo unspecified)
Screen / compound no.	33	34	35	36	37	38	39	40
PrPC TRFRET	0	4	0	2	0	1	-4	5
TcdB inh	0.7	0.5	-0.7	.	1.1&0.6	3.2	1.3	-1.0
Yp Topo-I inh	-2	-12	-3	3	7	12	5	38
3CLpro inhibitor	.	-2	-1	-2	.	.	0	4
Vc quorum ag	i	-0.6	-1.0	0.5	-0.7	-1.4	i	i
PfHsp40 yeast	.	.	0.0	-1.5	.	-0.3	0.4	0.5
BoNT A protease	-0.1	.	0.5	0.3	0.0	-1.8	-2.1	-0.4
PriA SSB inh	.	-9	-17	-12	.	-9	-22	-4
Anthrax LF prot	-8	.	-2	1	-7	0	-3	-2

#41 CCN(C(=O)COc1ncnc2ccc(Br)cc12)C1CCS(=O)(=O)C1 (stereo unspecified)
#42 CCOc1ccccc1NC(=O)C(OC(=O)c1cc(C)oc1C)c1ccccc1 (stereo unspecified)
#43 C#Cc1ccc(CN2CCC(Oc3ccc(C(=O)NCc4ccccn4)cc3)CC2)cc1
#44 Nc1cc([N+](=O)[O-])ccc1Nc1ccccc1
#45 CC1(C)CC(=O)C(C=N)=C(O)C1
#46 COc1ccc(Cc2nc(-c3cccc(C)c3)no2)cc1
#47 CCOCCCNC(=O)CNC(=S)N(Cc1ccc(C)cc1)Cc1ccco1
#48 NC(=S)NNc1cccc2cccnc12
Screen / compound no.	41	42	43	44	45	46	47	48
PrPC TRFRET	-9	1	-10	-19	-3	4	8	-15
TcdB inh	.	0.6	0.3	3.2	.	.	2.0	-3.4
Yp Topo-I inh	-8	-8	27	5	0	18	18	8
3CLpro inhibitor	-5	2	2	2	-1	-1	1	0
Vc quorum ag	17*	-0.2	i	i	-1.1	-1.0	-0.3	1.2
PfHsp40 yeast	-0.2	-0.7	-0.6	-1.0	0.3	2.4	-0.4	-1.6
BoNT A protease	-1.0	-0.7	-0.1	0.0	-2.7	-0.9	2.1	-1.5
PriA SSB inh	-1	-15	3	31	-6	-49	-6	29
Anthrax LF prot	-3	0	-3	-4	-3	-4	-2	-14

One compound at a time, as listed above. Order of screens: PrPC TRFRET	TcdB inh	Yp Topo-I inh	3CLpro inhibitor	Vc quorum ag	PfHsp40 yeast	BoNT A protease	PriA SSB inh	Anthrax LF prot
COc1ccc(Cc2nc(-c3cccc(C)c3)no2)cc1 reads 4	.	18	-1	-1.0	2.4	-0.9	-49	-4
NC(=S)NNc1cccc2cccnc12 reads -15	-3.4	8	0	1.2	-1.6	-1.5	29	-14
CC1(C)CC(=O)C(C=N)=C(O)C1 reads -3	.	0	-1	-1.1	0.3	-2.7	-6	-3
C#Cc1ccc(CN2CCC(Oc3ccc(C(=O)NCc4ccccn4)cc3)CC2)cc1 reads -10	0.3	27	2	i	-0.6	-0.1	3	-3
Nc1cc([N+](=O)[O-])ccc1Nc1ccccc1 reads -19	3.2	5	2	i	-1.0	0.0	31	-4

(further entries)
#49 O=c1[nH]c(=O)n(Cc2ccc(F)cc2)c(O)c1/C=N/Nc1ccccc1
#50 Cc1cc(C(=O)Nc2ccccc2C)on1
#51 CCN(CC(=O)NCc1cccs1)C(=O)/C=C/c1cc(Br)ccc1OC(F)F
#52 NP(=O)(OCCCc1ccccc1)Oc1ccc(Cl)cc1 (stereo unspecified)
#53 COc1ccc(-c2cc(C(=O)N3CCN(c4ccccc4)CC3)c3ccccc3n2)cc1OC
Screen / compound no.	49	50	51	52	53
PrPC TRFRET	-2	-2	-14	7	-2
TcdB inh	-0.5	0.9	-1.0	1.6	.
Yp Topo-I inh	-15	-4	18	8	29
3CLpro inhibitor	1	2	.	-6	5
Vc quorum ag	-0.5	i	0.6	2.8	i
PfHsp40 yeast	-0.2	-1.6	0.5	0.8	0.2
BoNT A protease	0.0	1.0	.	0.4	-0.2
PriA SSB inh	.	-12	-7	-20	5
Anthrax LF prot	4	13	.	-3	0
